AID2073: inhibitors of Mint1-CaV2.2 protein interaction, biochemical, HTRF (AID 2073) | HTRF protein-protein interaction, Mint1-CaV2.2; higher % means a stronger effect | inhibition, % at 20 µM; hits with a dose series show IC50 in µM | 0.19% of 290,000 active | Voltage-dependent N-type calcium channel subunit alpha-1B (Homo sapiens); in the data active = inhibition mostly above about 51%, no sharp cut-off; inconclusive = no clear call, values can overlap the other calls; inactive = mostly below about 53%; also: some results filed as inactive read as strong as hits
GPR55 activation: GPR55 agonists via beta-arrestin recruitment, primary screen, imaging, U2OS cells, beta-arrestin-GFP redistribution (AID 1961). 0.048% of 290,000 active. G-protein coupled receptor 55 (Homo sapiens). one-dose activation, % at 10 µM; EC50 in µM for titrated hits. U2OS GPR55 beta-arrestin-GFP redistribution imaging; higher % means a stronger effect;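 active = activation above 40% with more than 50 cells counted in the well; inconclusive = wells holding fewer than 50 cells, flagged as toxic or sparse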;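 also: U2OS osteosarcoma cells stably expressing GPR55 and beta-arrestin-GFP; plate controls were DMSO negative control for no effect and LPI positive control for full effect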
NTR1 ag: agonists of NTR1, primary screen, imaging, U2OS cells, beta-arrestin-GFP, high content (AID 493036) | Neurotensin receptor type 1 (Homo sapiens), P30989 | activation, % at 20 µM | NTR1-U2OS beta-arrestin-GFP spot imaging, agonist mode | 0.17% of 330,000 active;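 active = activation at or above 40% of the spot to cytoplasm intensity ratio, with at least 20 cells analyzed; inconclusive = wells under 20 cells, flagged as cytotoxic or low count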;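 also: 0% = DMSO without peptide and 100% = 100 nM NTR1 peptide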
Target sequence (P30989 whole entry, looked up): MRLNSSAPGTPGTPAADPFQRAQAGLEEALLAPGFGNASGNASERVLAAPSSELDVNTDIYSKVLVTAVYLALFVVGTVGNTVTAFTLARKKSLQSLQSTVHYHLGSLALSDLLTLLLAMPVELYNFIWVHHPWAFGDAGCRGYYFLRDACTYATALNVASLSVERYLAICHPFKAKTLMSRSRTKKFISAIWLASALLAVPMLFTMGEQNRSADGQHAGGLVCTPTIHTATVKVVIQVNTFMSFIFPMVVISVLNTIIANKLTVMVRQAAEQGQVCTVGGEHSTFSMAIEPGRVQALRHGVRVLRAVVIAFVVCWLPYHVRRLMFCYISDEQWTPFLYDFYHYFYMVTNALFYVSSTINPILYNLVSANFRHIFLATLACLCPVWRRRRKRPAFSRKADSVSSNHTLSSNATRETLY
Dengue-2 NS5 capping: Dengue-2 NS5 methyltransferase inhibitors, primary screen, biochemical, confirmation dose response (AID 588689) | 0.3% of 340,000 active | Dengue-2 NS5 methyltransferase capping enzyme assay, biochemical; higher % means a stronger effect | inhibition, % at 25 µM; hits with a dose series show IC50 in µM; in the data active = a potency from the dose series; inconclusive = inhibition above about 29% without an active follow-up result
SV40 large T antigen: SV40 large T antigen inhibitors, biochemical (AID 1903). SV40 large T antigen ATPase/helicase inhibition assay; higher % means a stronger effect. inhibition, % at 20 µM; hits with a dose series show IC50 in µM. 0.39% of 310,000 active; in the data active = a potency from the dose series; inconclusive = inhibition mostly from about 32% at the one dose, without a potency; inactive = the rest, 99 in 100 with inhibition below about 32%; also: strong numbers were not always called active
GPR35 arrestin U2OS: GPR35 antagonists blocking zaprinast-driven arrestin recruitment, primary screen, imaging, U2OS, beta-arrestin-GFP, zaprinast agonist (AID 2058). G-protein coupled receptor 35 (Homo sapiens). U2OS GPR35 beta-arrestin-GFP translocation imaging, zaprinast antagonism; higher % means a stronger effect. inhibition, % at 10 µM; hits with a dose series show IC50 in µM. 0.052% of 290,000 active;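 active = inhibition of at least 50% with at least 30 cells and total cytoplasm GFP at most 10,000,000; inconclusive = under 30 cells or total GFP of 10,000,000 plus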
Rac1 GTP hydrolysis: MgcRacGAP GTPase-activating activity inhibitors, confirmation, biochemical, ADP Hunter fluorescence; Rac GTPase-activating protein 1 (Homo sapiens); MgcRacGAP-stimulated Rac1 GTP hydrolysis, ADP Hunter fluorescence; higher % means a stronger effect; GST-tagged Rac1 F28L mutant substrate; inhibition, % at 30 µM; hits with a dose series show IC50 in µM; 0.6% of 340,000 active; AID 624330, 2012;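 active = first-screen hits whose inhibition reached a set limit at any dose in the follow-up dose series; inconclusive = inhibition above the set first-screen limit but never retested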;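 also: fluorescence reports GDP produced by GAP-driven GTP hydrolysis; strong numbers were not always called active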
GPR55 LPI antagonism: GPR55 antagonists blocking LPI-driven arrestin recruitment, primary screen, imaging, U2OS, beta-arrestin-GFP, LPI agonist (AID 2013); G-protein coupled receptor 55 (Homo sapiens); U2OS GPR55 beta-arrestin-GFP translocation imaging, LPI antagonism; higher % means a stronger effect; one-dose inhibition, % at 10 µM; IC50 in µM for titrated hits; 0.13% of 290,000 active;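 active = spots per cell inhibited over 60%, with over 100 cells counted and total cytoplasm intensity under 500,000; inconclusive = wells with under 100 cells, flagged as likely toxic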;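 also: U2OS cells stably carrying GPR55 and arrestin-GFP stimulated by 5 µM LPI near EC80; imaged beta-arrestin-GFP aggregate spots per cell after agonist stimulation; plate controls were LPI-stimulated DMSO wells for no effect and DMSO wells without LPI for full effect; some results filed as inactive read as strong as hits; confirmed hits need IC50 under 10 µM and bright autofluorescent wells are also inconclusive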
Yfh1-off respiration: enhancers of respiration in Yfh1-depleted yeast, dose response, Friedreich's ataxia, plus single-dose screen (AID 1465) | S. cerevisiae Yfh1-off respiration, WST-1 reduction, 72 h; higher fold induction means a stronger effect | fold induction at 50 µM; hits with a dose series show EC50 in µM | 0.074% of 220,000 active;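 active = fold induction of absorbance versus untreated yeast above a set limit, then at least 30% activation at any dose in follow-up; inconclusive = repeats straddling the limit, or above it without dose testing; inactive = fold induction below the set limit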;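 also: activators that raise dye reduction in frataxin-depleted yeast; strong numbers were not always called active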
NTR1 ag cell count 20 µM: recorded beside NTR1 ag, whose call it bears; cell count; measured here: cell count, cytotoxicity flag
Dengue-2 NS5 capping pilot replicate: recorded beside Dengue-2 NS5 capping, whose call it bears; inhibition, %; measured here: pilot screen replicate inhibition
The depositor's hits bear a star; i = inactive; ? = inconclusive; . = not tested or not shown.

SMILES	AID2073	GPR55 activation	NTR1 ag	NTR1 ag cell count 20 µM	Dengue-2 NS5 capping	SV40 large T antigen	GPR35 arrestin U2OS	Rac1 GTP hydrolysis	GPR55 LPI antagonism	Yfh1-off respiration	others
Cc1ccc(N(CC(=O)NCc2ccccc2)C(=O)c2csnn2)c(C)c1	-3.8%	0.0%	0.5	39	-3.7%	6.2%	13.4%	6.4%	-4.4%	.
Cc1ccc(C(=O)NNC(=O)c2cc(OCC(F)(F)F)ccc2OCC(F)(F)F)cc1	31.7%	0.3%	-1.3	83	-0.7%	16.7%	23.4%	3.1%	8.2%	i	Dengue-2 NS5 capping pilot replicate=0.2
OCCOCCOc1cccc2[nH]ccc12	18.5%	0.0%	-0.5	48	9.5%	4.1%	10.0%	-5.8%	8.0%	i
CC1CCN(C(=O)c2cc(Cl)nc3ccccc23)CC1	-0.3%	0.2%	3.4	35	-0.6%	6.1%	1.1%	8.1%	16.4%	i
CCO[C@H]1OC(C(N)=O)=C[C@@H](C)[C@@H]1CCCO	4.4%	0.2%	0.8	81	-3.3%	13.4%	-8.6%	13.2%	6.4%	i
COc1ccc(CCNC(=O)CSc2n[nH]c(N)n2)cc1	40.9%	-0.1%	-1.2	49	0.8%	24.2%	-13.6%	9.3%	2.5%	.
Oc1ccccc1Nc1nc(NCc2ccco2)c2ccccc2n1	-6.0%	0.5%	19.1	59	-2.3%	16.4%	-8.2%	20.2%	29.9%	i
Cc1cc2oc(C(=O)NC3CCS(=O)(=O)C3)c(C)c2cc1C (stereo not drawn)	-4.2%	-0.1%	0.9	48	4.0%	16.4%	-12.1%	7.2%	6.1%	i
COc1ccc(N2CCN(C(=O)c3ccc4c(=O)n(CC5CCCO5)c(=O)[nH]c4c3)CC2)cc1 (stereo not drawn)	-8.7%	-0.1%	-1.6	90	-7.0%	38.3%	4.7%	6.4%	22.5%	i
O=C(NC1CC1)c1cccc(Nc2ccc(-c3ccc4c(c3)OCCO4)nn2)c1	-8.4%	0.1%	6.5	67	-5.6%	19.3%	2.5%	11.4%	13.1%	i
S=C(NCc1cccnc1)Nc1ccc(Oc2ccccc2)cc1	-7.3%	-0.1%	0.3	79	-5.3%	3.8%	-6.1%	10.4%	-1.1%	i
O=C(COc1ccccc1)N/N=C/c1sc(=O)n(Cc2cccc(C(=O)O)c2)c1Cl	-5.6%	-0.1%	-1.3	54	-46.4%	23.0%	10.0%	12.2%	4.2%	i
Nc1[nH]ncc1C(=O)Nc1cccc(C(F)(F)F)c1	-4.3%	0.0%	0.4	100	-9.5%	4.3%	10.6%	2.6%	8.9%	i
O=C(NCc1nnc(SCC(=O)N2CCCC2)o1)c1ccco1	-2.0%	0.4%	-0.2	91	-11.6%	3.6%	-16.8%	5.5%	4.7%	i
Cc1ccc(C)c(NC(=O)CN(C)C(=O)Cn2c(=O)oc3ccccc32)c1	.	.	0.9	78	-8.6%	9.6%	.	8.6%	.	.
N#CCSc1nc2ccccc2c(=O)n1CCC(=O)NC1CCCCC1	8.0%	-0.1%	-6.8	89	-0.3%	-1.0%	-8.0%	0.5%	1.9%	i
Cc1ccc(NC(=S)N=Nc2c(O)n(C)c3ccc(S(=O)(=O)N4CCOCC4)cc23)cc1	-4.5%	0.2%	.	.	.	4.7%	-10.3%	-2.8%	18.7%	i
O=C(NCCCN1CCCC1=O)Nc1ccccc1F	4.7%	0.0%	-0.3	62	0.0%	2.7%	7.8%	6.3%	7.2%	.
CCc1cccc(NC(=O)c2ccc(CNc3c(N4CCCC4)c(=O)c3=O)cc2)c1	7.5%	-0.1%	1.6	53	-5.5%	3.8%	-3.0%	-0.5%	9.0%	i
COc1cccc2c(=O)n(CC(=O)N3CCCCC3)ccc12	7.8%	0.3%	1.4	95	-0.7%	2.1%	10.5%	1.1%	8.9%	i
C1=C(CCNCC2CCCCC2)CCCC1	-2.5%	-0.2%	1.5	74	12.0%	0.4%	1.6%	8.6%	10.3%	.
CCc1nnc(NC(=O)CN2CCN(Cc3ccccc3Cl)CC2)s1	0.4%	-0.1%	0.8	88	-4.6%	5.6%	13.6%	8.9%	4.8%	.
O=C(Cc1ccccc1F)NC1CCSc2ccccc21 (stereo not drawn)	11.1%	0.0%	0.9	49	-6.1%	8.5%	13.1%	2.7%	13.7%	.
OC(COc1ccc(OCC(O)CN2CCCCC2)cc1)CN1CCCCC1 (stereo not drawn)	7.9%	0.3%	0.5	43	-5.6%	6.2%	10.7%	8.6%	7.5%	.
COc1cccc(Nc2ccccc2C(=O)O)c1	15.7%	-0.1%	0.8	70	-3.0%	19.1%	10.0%	7.5%	9.9%	i

Reprinted from the part before: two compounds, then new ones.
SMILES	AID2073	GPR55 activation	NTR1 ag	NTR1 ag cell count 20 µM	Dengue-2 NS5 capping	SV40 large T antigen	GPR35 arrestin U2OS	Rac1 GTP hydrolysis	GPR55 LPI antagonism	Yfh1-off respiration	others
OC(COc1ccc(OCC(O)CN2CCCCC2)cc1)CN1CCCCC1 (stereo not drawn)	7.9%	0.3%	0.5	43	-5.6%	6.2%	10.7%	8.6%	7.5%	.
COc1cccc(Nc2ccccc2C(=O)O)c1	15.7%	-0.1%	0.8	70	-3.0%	19.1%	10.0%	7.5%	9.9%	i
NC(=O)CCn1cnc2ccccc21	3.3%	0.2%	0.0	47	3.1%	18.4%	4.5%	6.1%	7.7%	i
COCCCn1c(SCC(=O)NCc2ccco2)nc2sc3c(c2c1=O)CCC3	-10.6%	-0.2%	-2.2	94	-2.6%	7.5%	-4.7%	10.0%	30.2%	i
CCN1CCN(C(=O)/C=C/c2ccc3c(c2)OCO3)CC1	3.6%	0.2%	-0.1	51	-4.3%	12.1%	1.4%	5.5%	-2.7%	i
C=C(C)[C@@H]1CC=C(CN2CCC(N3CCC(C(=O)N4CCCC4)CC3)CC2)CC1	19.1%	-0.2%	6.6	45	-6.7%	5.6%	-2.9%	7.3%	-0.4%	i
Cc1nn(CCC#N)c(NC(=O)c2ccccc2)c1P(=O)(Nc1ccc(Br)cc1)N1CCOCC1 (stereo not drawn)	-7.7%	0.1%	0.8	44	3.8%	0.7%	-5.2%	6.0%	2.0%	i
O=C(NCc1ccco1)C1Cc2ccccc2CN1C(=O)c1ccco1 (stereo not drawn)	23.8%	0.5%	-0.1	30	-6.6%	0.6%	-10.9%	0.9%	-17.5%	i
COc1ccc(CN2CC(C(=O)NCCC3=CCCCC3)CC2=O)cc1 (stereo not drawn)	-0.2%	-2.0%	0.7	60	-3.5%	0.0%	-5.1%	10.7%	10.3%	i
COc1ccc(OCc2cnc(Cl)s2)cc1	40.2%	0.0%	0.3	53	4.3%	6.7%	26.5%	13.3%	-2.2%	i
O=C(Nc1c[nH]c(=O)[nH]c1=O)c1cccc(F)c1	-0.1%	0.0%	-0.4	87	-10.4%	1.4%	-7.4%	9.1%	-0.8%	.
CCCCC1(CO)C(=O)N(c2ccccc2)N(c2ccccc2)C1=O	23.0%	-0.1%	0.6	54	-1.5%	3.7%	-5.2%	2.3%	-5.2%	i
CCN1C(=O)c2cccc3c(N)ccc1c23	-7.6%	-0.1%	-3.0	67	-0.7%	.	-1.2%	?	9.5%	i
Cc1cc(NC(=O)c2ccc3c(c2)OCCO3)ccc1NC(=O)c1cc2ccccc2o1	10.3%	0.6%	11.5	58	7.8%	0.5%	-11.4%	-5.2%	1.7%	i
CCCOc1ccc(/C=N/Nc2ccccc2[N+](=O)[O-])c(OCCC)c1	5.1%	-0.4%	1.9	60	2.2%	9.3%	12.1%	5.7%	-0.8%	i
O=c1cc(-c2ccccc2)c2ccc(O)c(CN3CCCCC3)c2o1	32.1%	0.3%	0.9	65	-4.6%	7.9%	-15.8%	11.8%	5.5%	i
Cc1nnsc1C(=O)N/N=C/c1cccc(C(F)(F)F)c1	2.3%	-0.6%	2.2	57	-8.1%	0.9%	-10.4%	-0.3%	10.9%	i
COc1ccc(N(CC(=O)NCCSC(C)(C)C)S(C)(=O)=O)c(OC)c1	-8.8%	0.8%	0.4	40	-0.7%	14.1%	0.2%	10.2%	19.0%	i
COc1ccccc1N(CC(=O)NC1CCCCC1)C(=O)Cn1nnc(-c2ccc(C)o2)n1	11.9%	-0.1%	0.5	42	0.0%	.	4.0%	3.5%	1.6%	.
COC(=O)c1cc2sccc2n1Cc1nc(-c2cccc(Cl)c2)oc1C	-0.6%	-0.1%	-0.1	86	-0.7%	1.9%	-2.7%	8.6%	3.5%	i
C/C(=N\NC(=O)CNc1cccc2ccccc12)c1ccccc1	10.8%	-0.5%	-0.3	46	-6.3%	7.0%	10.3%	10.4%	15.0%	i
CCCN1CCN(c2nc3c([nH]2)c(=N)ncn3CC(O)CO)CC1 (stereo not drawn)	1.1%	0.1%	-3.2	57	-0.8%	5.8%	20.3%	7.6%	18.3%	i
CCN1CCC(O)(C#Cc2ccccc2)CC1	7.0%	-0.1%	-0.8	75	-1.3%	2.7%	3.6%	-4.7%	-1.6%	.
O=C(CSc1n[nH]c(-c2ccccc2)n1)NC(=O)NCc1ccco1	21.3%	-0.1%	.	.	2.8%	5.6%	0.9%	17.3%	8.9%	i
Cc1c(NC(=O)c2ccco2)cccc1C(=O)NN1C(=O)c2ccccc2C1=O	26.8%	-0.1%	2.6	72	0.0%	10.1%	1.4%	5.3%	0.4%	i
Cc1cc(Cl)c(S(=O)(=O)NCCC(=O)O)cc1OCC(N)=O	1.5%	-0.3%	3.9	87	-0.4%	5.5%	-0.8%	9.0%	-11.1%	i
Cc1onc(-c2ccccc2)c1C(=O)Nc1cc(C(F)(F)F)ccc1N1CCOCC1	-0.9%	0.8%	-1.4	89	0.8%	6.9%	-6.4%	3.6%	-13.7%	i
COc1ccc(/C=C2\SC(=O)N(CCNC(=O)C3=COCCO3)C2=O)cc1	.	.	2.5	61	-5.1%	4.1%	.	-1.6%	.	.
O=C(/C=C/c1cn(-c2ccccc2)nc1-c1cccnc1)N1CCCC1	2.3%	0.3%	.	.	-14.3%	6.2%	-7.1%	4.5%	-17.9%	i
